KOR beta-arrestin-1 = KOR antagonists, beta-arrestin recruitment, cell-based, luminescence, uHTS (AID 1778); KOR beta-arrestin recruitment, luminescence, antagonist mode; higher % means a stronger effect; one-dose inhibition, % at 10 µM; IC50 in µM for titrated hits; 290,000 tested, 0.091% active; also: strong numbers were not always called active
Yfh1-depleted yeast = mitochondrial function rescue without frataxin homolog – Friedreich's ataxia, plus single-dose screen, dose response (AID 1465). one-dose fold induction at 50 µM; EC50 in µM for titrated hits. 220,000 tested, 0.074% active. S. cerevisiae Yfh1-off respiration, WST-1 reduction, 72 h; higher fold induction means a stronger effect;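 active = fold induction of absorbance versus untreated yeast above a set limit, then at least 30% activation at any dose in follow-up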;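 also: activators that raise dye reduction in frataxin-depleted yeast; strong numbers were not always called active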
CSM14.1 death rescue = rescue of cells from ER stress-induced death, primary screen, 384-well, CSM14.1, thapsigargin, ATP luminescence (AID 1222). CSM14.1 thapsigargin-induced death rescue, ATP luminescence; higher % means a stronger effect. cellular ATP content (survival), % at 20 µM; hits with a dose series show EC50 in µM. 190,000 tested, under 10 active;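 active = EC50 below 50 µM in the dose-response confirmation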;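 also: death triggered by thapsigargin at about 15 µM added after 2 h compound pretreatment; cell ATP read after overnight thapsigargin exposure of roughly 18 to 22 hours; normalized against plate controls of thapsigargin alone and 5% DMSO vehicle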
NTR1 ag = agonists of NTR1, primary screen, imaging, U2OS cells, beta-arrestin-GFP, high content (AID 493036); activation, % at 20 µM; 330,000 tested, 0.17% active; NTR1-U2OS beta-arrestin-GFP spot imaging, agonist mode;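 active = activation at or above 40% of the spot to cytoplasm intensity ratio, with at least 20 cells analyzed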;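 also: 0% = DMSO without peptide and 100% = 100 nM NTR1 peptide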
Target sequence (P30989 whole entry, looked up): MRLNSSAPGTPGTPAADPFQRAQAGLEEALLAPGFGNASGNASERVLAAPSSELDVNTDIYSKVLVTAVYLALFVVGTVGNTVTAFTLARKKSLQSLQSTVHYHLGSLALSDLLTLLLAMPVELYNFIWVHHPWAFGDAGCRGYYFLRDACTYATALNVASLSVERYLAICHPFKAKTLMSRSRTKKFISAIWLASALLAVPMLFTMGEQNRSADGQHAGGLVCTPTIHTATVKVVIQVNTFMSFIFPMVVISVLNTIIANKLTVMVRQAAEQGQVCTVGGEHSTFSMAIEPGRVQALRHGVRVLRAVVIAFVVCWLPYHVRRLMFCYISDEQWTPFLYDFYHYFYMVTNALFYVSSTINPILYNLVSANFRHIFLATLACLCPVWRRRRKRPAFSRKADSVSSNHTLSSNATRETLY
NOD1 NF-kB reporter = NOD1 signaling inhibitors, primary screen, cell-based, luminescence, uHTS (AID 1578); NOD1-driven NF-kB luciferase reporter cells, luminescence; higher % means a stronger effect; inhibition, % at 4 µM, or EC50 in µM where a hit was titrated; 290,000 tested, 1% active; in the data active = inhibition mostly above about 36%, no sharp cut-off; inactive = mostly below about 34%;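 also: HEK-293T reporter cells stimulated with the NOD1 agonist gamma-tri-DAP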
GPR55 activation = GPR55 agonists via beta-arrestin recruitment, primary screen, imaging, U2OS cells, beta-arrestin-GFP redistribution (AID 1961) | 290,000 tested, 0.048% active | U2OS GPR55 beta-arrestin-GFP redistribution imaging; higher % means a stronger effect | activation, % at 10 µM; hits with a dose series show EC50 in µM;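 active = activation above 40% with more than 50 cells counted in the well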;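 also: U2OS osteosarcoma cells stably expressing GPR55 and beta-arrestin-GFP; plate controls were DMSO negative control for no effect and LPI positive control for full effect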
HEK293 NOD2/NF-kB = inhibition of NOD2-driven NF-kB reporter – cell-based, luminescence, uHTS, HEK293 (AID 1566). inhibition, % at 4 µM; hits with a dose series show EC50 in µM. 290,000 tested, 0.63% active. HEK293 NOD2/NF-kB luciferase reporter, luminescence; higher % means a stronger effect; also: many of its hits are not listed in these tables
KOR beta-arrestin-2 = kappa opioid receptor activators – cell-based, luminescence, uHTS, primary screen (AID 1777); KOR beta-arrestin recruitment, luminescence; higher % means a stronger effect; activation, % at 10 µM, or EC50 in µM where a hit was titrated; 280,000 tested, 0.02% active; in the data active = activation above about 50%, passing the limit was not always enough; also: a part of the inactive calls stands beside numbers as strong as those of hits
TNAP activators = human TNAP enzyme activators, primary screen, biochemical, luminescent, no phosphate acceptor, uHTS (AID 1001) | purified TNAP, luminescent activation assay, no phosphate acceptor; higher activation fold means a stronger effect | one-dose activation fold at 20 µM; EC50 in µM for titrated hits | 200,000 tested, 0.03% active; in the data active = activation fold from about 3, or a potency from the dose series; inactive = the rest, 99 in 100 with activation fold below about 1.6; also: many of its hits are not listed in these tables
NTR1 ag cell count 20 µM = recorded beside NTR1 ag, whose call it bears; cell count; measured here: cell count, cytotoxicity flag
Numbers without * were called inactive; i = inactive; . = not tested or not shown; [ ] = remark or other dose. Rule as the data show it, unless noted: active = inhibition above about 50%; inactive = the rest. An excerpt; the hit share may differ from the screen's.

canonical_smiles	KOR beta-arrestin-1	Yfh1-depleted yeast	CSM14.1 death rescue	NTR1 ag	NTR1 ag cell count 20 µM	NOD1 NF-kB reporter	GPR55 activation	HEK293 NOD2/NF-kB	KOR beta-arrestin-2	TNAP activators
Cc1cc(=O)oc2cc(OCC(=O)Nc3ccc(N4CCC(C)CC4)cc3)ccc12	-50%	.	.	6.9	66	-4%	0.5%	22%	-3.2%	.
c1ccc(SCc2cn(C[C@H]3CC[C@@H]([C@@H]4CC[C@H](Cn5cc(CSc6ccccc6)nn5)O4)O3)nn2)cc1	8%[20 µM]	.	.	-3.4	65	23%	-0.1%	-5%	-1.5%	.
Cc1ccc(C)c(-n2cc(CN3CCNC(=O)CC3)c(-c3ccccc3)n2)c1	7%[20 µM]	i	-0.8%	1.1	47	-27%	-0.1%	9%	.	1
CC1(C)NC(=O)N(CC(=O)OCc2cc(=O)n3cc(Br)ccc3n2)C1=O	26%	i	-0.1%	-1.3	49	-10%	0.5%	15%	-5.7%	1
CCOC(=O)C1CCN(C(=O)Nc2cccc(OC)c2)CC1	10%	i	.	-0.8	44	-5%	-0.2%	-4%	0.6%	.
Cc1oc(-c2cccs2)nc1CN1CCN(Cc2ccc(F)c(F)c2)C(CCO)C1 (stereo not drawn)	-4%	i	1.7%	0.9	57	44%	-0.2%	-2%	-2.5%	1
CCOc1ccc(OCc2cccc(C(=O)N3CCOCC3)c2)cc1	14%	.	.	-0.1	41	-31%	0.2%	-181%	-4.4%	1.1
Cn1c(=O)[nH]c(=O)c2c1nc(NCc1ccco1)n2Cc1ccccc1Cl	-4%	i	2.2%	-0.8	46	-24%	-0.1%	10%	-1.8%	1
COCc1cc(=O)n2[nH]c(C)c(-c3ccccc3)c2n1	-13%	.	.	-0.2	53	52%	-0.2%	4%	1.9%	.
O=C(Cc1ccccc1)Oc1coc(CSc2ncccn2)cc1=O	-29%	i	1.4%	-0.1	73	-26%	0.8%	5%	-1.0%	1.1
CC1CN(C(=O)COC(=O)c2ccc(N(C)C)cc2)CC(C)O1 (stereo not drawn)	-30%[20 µM]	i	1.1%	-0.2	58	-15%	-0.1%	23%	0.3%	1.1
CCC(C(=O)NC1CCCC1)N(C(=O)Cn1nnc(-c2ccc(C)o2)n1)c1cccc(OC)c1 (stereo not drawn)	-35%	.	.	0.8	42	20%	-0.1%	-4%	-1.6%	.
CCOc1ccc(/C=N/n2c(-c3ccccc3)n[nH]c2=S)cc1	-24%[20 µM]	.	.	3.0	48	-32%	-0.1%	2%	-3.7%	.
CC(=O)Nc1ccc(N/C=C(\C=O)c2nc3ccccc3o2)cc1	7%	i	1.8%	5.5	88	-22%	0.6%	11%	-3.1%	1.5
Cc1ccc(CN2CCN(Cc3cccn3-c3ccc(Cl)cn3)CC2CCO)o1 (stereo not drawn)	10%	i	-0.9%	-0.4	80	-17%	0.0%	7%	-0.4%	1
COc1ccc(CNn2cnnc2)c(O)c1	-10%	.	.	0.4	44	-25%	1.5%	12%	-0.5%	.

Complete entries from above. Order of values: KOR beta-arrestin-1, Yfh1-depleted yeast, CSM14.1 death rescue, NTR1 ag, NTR1 ag cell count 20 µM, NOD1 NF-kB reporter, GPR55 activation, HEK293 NOD2/NF-kB, KOR beta-arrestin-2, TNAP activators
Record of c1ccc(SCc2cn(C[C@H]3CC[C@@H]([C@@H]4CC[C@H](Cn5cc(CSc6ccccc6)nn5)O4)O3)nn2)cc1 = 8%[20 µM], ., ., -3.4, 65, 23%, -0.1%, -5%, -1.5%, .
Record of Cc1ccc(C)c(-n2cc(CN3CCNC(=O)CC3)c(-c3ccccc3)n2)c1 = 7%[20 µM], i, -0.8%, 1.1, 47, -27%, -0.1%, 9%, ., 1

Additional records:
canonical_smiles	KOR beta-arrestin-1	Yfh1-depleted yeast	CSM14.1 death rescue	NTR1 ag	NTR1 ag cell count 20 µM	NOD1 NF-kB reporter	GPR55 activation	HEK293 NOD2/NF-kB	KOR beta-arrestin-2	TNAP activators
COc1cccc(/C=N/NC(=O)C(C)n2nnc3ccccc32)c1 (stereo not drawn)	14%	i	5.4%	-0.6	64	-20%	-0.3%	-4%	-1.3%	1
Cc1noc(C)c1COC(=O)c1cc(=O)[nH]c2ccccc12	3%	i	1.0%	-1.1	57	1%	0.3%	12%	0.9%	1.2
COc1cc(-c2nc(-c3ccc(C)nc3OC)no2)cc(OC)c1OC	16%	.	-1.3%	.	.	-18%	-0.1%	25%	-5.6%	1.1
COc1ccc(CCNC(=O)CC2SC(=Nc3cc(C)cc(C)c3)NC2=O)cc1OC (stereo not drawn)	18%	i	-0.3%	0.5	50	-27%	0.3%	20%	-2.1%	1.1
Cc1ccccc1CC1(CO)CCCN(C(=O)CCCN2CCCCC2=O)C1 (stereo not drawn)	-34%	i	-0.5%	-1.0	64	-5%	0.2%	-24%	1.5%	1.1
CC1CCC2C(=O)N(c3cc(Cl)ccc3OC(=O)c3ccco3)C(=O)C2C1 (stereo not drawn)	-47%	.	.	-2.5	46	-31%	0.3%	3%	-6.6%	.
CCOc1ccc2nc(COC(=O)c3cccc([N+](=O)[O-])c3)c(C(C)=O)[n+]([O-])c2c1	29%	i	.	0.1	42	2%	0.0%	19%	-0.4%	.
O=C(Cc1ccccc1)c1ccc(Cl)cc1	11%	i	.	-0.3	43	4%	-0.2%	5%	9.3%	.
O=C(Cn1nc(-c2ccccc2Cl)ccc1=O)Nc1ccc(Br)cc1	-11%[20 µM]	i	0.5%	2.1	60	-41%	0.4%	2%	.	1
COc1ccc(CNC(=O)C2=CC(c3ccc(OC)c(OC)c3)=NS(=O)(=O)N2C)cc1	-1%[20 µM]	.	.	0.2	94	-29%	1.2%	10%	-4.9%	.
CCCCC(=O)N(c1ccc(C(=O)O)cc1)c1nc(-c2ccc(Cl)cc2)c(CC)s1	-87%[20 µM]	i	3.2%	7.9	52	3%	-0.1%	24%	-3.6%	1
CC(C)c1ccc(C2N3CC4([N+](=O)[O-])CN2CC([N+](=O)[O-])(C3)C4(C)C)cc1 (stereo not drawn)	2%	i	-1.5%	-0.3	96	-21%	-0.5%	13%	-4.1%	1.1
CCN1CCN(C(=O)CN(Cc2ccccc2)S(C)(=O)=O)CC1	12%	i	-2.7%	1.4	87	-22%	0.0%	7%	-1.3%	1.1
Cc1ccc(-c2csc3ncn(CC(=O)O)c(=O)c23)cc1C	-11%	.	.	-1.2	53	-11%	0.9%	4%	-4.7%	.
CN(C)CCN(Cc1ccccc1)C(=O)[C@H](Cc1ccccc1)N1C(=O)c2ccccc2C1=O	-16%	.	.	0.7	40	-24%	0.4%	-8%	2.6%	.
CC1CCCC(NC(=O)C2CCN(S(=O)(=O)N3CCOCC3)CC2)C1C (stereo not drawn)	-7%	i	0.9%	-0.5	93	.	-0.1%	1%	8.0%	1.1
C/C(=N\NC(=O)C1CC1)c1cccnc1	2%	i	-0.7%	-2.4	59	-12%	1.2%	24%	0.1%	1
O=S(=O)(O)c1nc2ccccc2n1Cc1ccc(Cl)cc1	-25%	i	-0.9%	-1.2	62	-9%	-0.2%	14%	-1.6%	1.1
COc1cc2cc(CN(CCN3CCCC3)C(=O)Nc3ccccc3Cl)c(=O)[nH]c2cc1OC	10%	.	2.1%	-1.0	40	-13%	0.8%	8%	3.1%	1.1
CCC1(C)Cc2c(sc3nc(SC)n(Cc4ccccc4)c(=O)c23)CO1 (stereo not drawn)	21%	i	-0.7%	4.7	51	-5%	-0.1%	-22%	-1.7%	0.9
Cn1c(=O)c(C(=O)NC2CCCCCC2)c(O)c2ccccc21	2%[20 µM]	.	.	5.4	62	-29%	-0.2%	-13%	-7.4%	.
CC(=O)N1CCC(C(=O)Nc2ccc(S(=O)(=O)N3CCC(C)CC3)cc2)CC1	12%	.	.	0.6	57	3%	0.0%	6%	-0.6%	.
COc1ccc(CNS(=O)(=O)c2ccc(S(=O)(=O)NC3CC3)cc2)cc1	-20%	.	.	0.7	45	-13%	-0.4%	1%	4.3%	.
CCCCN(C)c1c(N2CCC(C(=O)OCC)CC2)c(=O)c1=O	-3%	i	.	-1.2	67	4%	-0.3%	10%	8.0%	.
CC(OC(=O)CN1C(=O)c2ccccc2C1=O)C(=O)NC1CCCC1 (stereo not drawn)	-6%	.	.	2.9	42	-35%	-0.1%	1%	2.0%	.
Cc1nc(-c2cccc(Cl)c2)n[nH]1	9%	i	.	-0.6	41	-5%	-0.2%	-14%	.	.
COc1cccc(N2C(=O)[C@H]3C(C(=O)c4cnccn4)=NN[C@H]3C2=O)c1	22%	i	.	0.2	43	-5%	0.3%	-23%	3.7%	.
CCCCCNC(=O)CCCCn1c(=O)[nH]c2cc(OCC)c(OCC)cc2c1=O	10%	i	0.0%	-1.2	96	-2%	-0.1%	6%	-0.1%	1
O=C(c1sc2ccccc2c1Cl)N(Cc1ccccc1)C1CCS(=O)(=O)C1 (stereo not drawn)	-16%	i	-1.6%	2.1	84	12%	0.3%	16%	-3.5%	1
Oc1ccc(/C=N/Nc2ccc(C(F)(F)F)cn2)cc1O	-34%	i	1.9%	-1.2	83	-22%	-0.5%	-32%	0.6%	0.8
COC(=O)C(NC(=O)c1ccccc1)(Nc1nc(C)cs1)C(F)(F)F (stereo not drawn)	9%	i	1.3%	1.3	45	1%	-0.2%	-11%	20%	1.1
CC(C)C(NS(=O)(=O)/C=C/c1ccccc1)C(=O)NCc1ccc(F)cc1 (stereo not drawn)	-11%	.	.	2.5	51	-31%	0.2%	-30%	0.3%	.
O=C(Cc1ccccc1)NCC(=O)Nc1cccc(Br)c1	-43%	i	-0.1%	-1.0	63	-20%	-0.1%	-9%	4.5%	1.1
Cc1ccccc1-n1c(Cc2cccs2)n[nH]c1=S	-26%	i	-1.4%	-1.2	65	2%	-0.1%	2%	5.7%	0.9
CC1=CN2C(=N)/C(=C\c3cn(CCCOc4ccccc4)c4ccccc34)C(=O)N=C2S1	-3%	i	0.0%	0.0	49	-16%	0.2%	-38%	2.2%	1.1
CCc1cccc(C)c1NC(=S)NCC1CCN(c2ccc(OC)cc2)C1 (stereo not drawn)	8%	i	1.5%	7.8	69	-16%	-0.3%	-52%	-3.7%	1.1
O=C(N/N=C/c1cccnc1)c1cccc(S(=O)(=O)N2CCCC2)c1	-39%[20 µM]	i	-0.9%	0.8	44	-24%	0.2%	2%	-2.3%	1.1

Screening results: PubChem BioAssay, several laboratories
